# Bioassay records (PubChem)
# ELG1 genotox – inducers of genotoxicity in HEK293T ELG1-luciferase cells; HEK293T ELG1-luciferase reporter, luminescence, 16 h; Potency, µM (titrated, usually from 46 µM), for the others: at the top dose activity change, positive = activation, most hits filed as activators; 330,000 tested, 1.3% active; AID 504466; further: potency means the concentration at half of the fitted maximal effect; % of control where 0% means no effect; nearly all actives have a fitted effect of over 60% in size
#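 Genotoxic stress is detected as increased luminescence from luciferase-tagged ELG1 in HEK293T cells, measured with ONE-Glo after a 16 hr treatment at 37 °C.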
# p53 reactivator – restores transcriptional activity of mutant p53; H1299 p53-A138V BP100-luciferase reporter, luminescence, 24 h; AID 504706; Potency, µM (series often up to 92.2 µM), without a hit: at the highest dose activity change, positive = activation, hits mostly activators; 320,000 tested, 0.063% active; further: potency means the concentration at half of the fitted maximal effect; % of control where 0% means no effect; nearly all actives have a fitted effect of over 45% in size
#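 H1299 (p53-null), stable ts p53-A138V + BP100-Luc; 1000 cells/well, Opti-MEM/10% FBS; cpd 4 pt, 1:5; 24 h, 37 deg C, 5% CO2; detection reagent 10 min RT; luminescence.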
# VP16 counter – inhibits Gal4-VP16 luciferase reporter, ROR gamma counter-screen; Drosophila S2 Gal4-VP16 UAS-luciferase, luminescence, 20 h; Potency, µM (titrated, usually from 53.6 µM), without a hit: top-dose activity, negative = inhibition, hits mostly inhibitors; 310,000 tested, 3.5% active; AID 2546;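 further: Gal4-VP16 expression switched on by copper sulfate through the metallothionein promoter; potency means the concentration at half of the fitted maximal effect; on the % scale 0 is the no-effect control and ±100 the full control effect; nearly all actives have a fitted effect of over 50% in size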
# NPC1 prom act – activators of NPC1 promoter. Huh7 NPC1 promoter luciferase reporter, 24 h. Potency, µM (top dose mostly 9.22 µM), without a hit: at the top dose activation, usual class: activators. 320,000 tested, 2.4% active. AID 485313;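 further: potency means the concentration at half of the fitted maximal effect; % of control where 0% means no effect; nearly all actives have a fitted effect of over 60% in size; reporter is driven by a mutant NPC1 promoter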
#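 Luminescence read-out of NPC1 promoter-driven luciferase in stably transfected Huh7 cells; compounds delivered in DMSO and left 24 h at 37C, 5% CO2, qHTS titration format.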
# Tb PFK inh – inhibitors of T. brucei phosphofructokinase; T. brucei PFK, ADP-Glo luminescence; Potency, µM (highest dose often 57.5 µM), inactives show at the top dose activity, negative = inhibition, usual class: inhibitors; 330,000 tested, 0.17% active;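 further: potency means the concentration at half of the fitted maximal effect; 0% = uninhibited 1x PFK enzyme wells and -100% = no-enzyme wells; nearly all actives have a fitted effect of over 60% in size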
# Target sequence (O15648 whole entry, looked up): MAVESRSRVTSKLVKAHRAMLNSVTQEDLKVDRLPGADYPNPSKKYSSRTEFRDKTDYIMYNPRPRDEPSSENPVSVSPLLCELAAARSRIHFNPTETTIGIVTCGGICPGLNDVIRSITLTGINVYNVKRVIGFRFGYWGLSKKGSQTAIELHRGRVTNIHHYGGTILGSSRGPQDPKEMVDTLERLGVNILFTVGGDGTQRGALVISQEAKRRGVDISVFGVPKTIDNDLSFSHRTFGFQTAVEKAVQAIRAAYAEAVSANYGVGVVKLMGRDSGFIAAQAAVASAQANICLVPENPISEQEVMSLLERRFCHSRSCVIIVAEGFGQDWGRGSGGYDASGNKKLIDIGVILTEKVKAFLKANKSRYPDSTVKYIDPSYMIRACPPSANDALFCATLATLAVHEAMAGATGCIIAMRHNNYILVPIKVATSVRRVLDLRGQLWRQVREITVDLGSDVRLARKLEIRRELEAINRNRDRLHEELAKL
#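 In TEA buffer at pH 8.0 with 5 mM MgCl2, enzyme (1.25 nM) converted F6P (0.5 mM) and ATP (0.1 mM) for 45 min at room temperature. ADP product was read by luciferase luminescence.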
# RORgamma inh – blocks mouse ROR gamma transcriptional activity; P51450; Drosophila S2 Gal4-RORgamma UAS-luciferase reporter, 20 h; Potency, µM (doses to about 53.6 µM), inactives show at the top dose activity change, negative = inhibition, usual class: inhibitors; 310,000 tested, 5.4% active; AID 2551; further: potency means the concentration at half of the fitted maximal effect; on the % scale 0 is the no-effect control and ±100 the full control effect; nearly all actives have a fitted effect of over 60% in size
# Target sequence (P51450 whole entry, looked up, the tested form may be a part): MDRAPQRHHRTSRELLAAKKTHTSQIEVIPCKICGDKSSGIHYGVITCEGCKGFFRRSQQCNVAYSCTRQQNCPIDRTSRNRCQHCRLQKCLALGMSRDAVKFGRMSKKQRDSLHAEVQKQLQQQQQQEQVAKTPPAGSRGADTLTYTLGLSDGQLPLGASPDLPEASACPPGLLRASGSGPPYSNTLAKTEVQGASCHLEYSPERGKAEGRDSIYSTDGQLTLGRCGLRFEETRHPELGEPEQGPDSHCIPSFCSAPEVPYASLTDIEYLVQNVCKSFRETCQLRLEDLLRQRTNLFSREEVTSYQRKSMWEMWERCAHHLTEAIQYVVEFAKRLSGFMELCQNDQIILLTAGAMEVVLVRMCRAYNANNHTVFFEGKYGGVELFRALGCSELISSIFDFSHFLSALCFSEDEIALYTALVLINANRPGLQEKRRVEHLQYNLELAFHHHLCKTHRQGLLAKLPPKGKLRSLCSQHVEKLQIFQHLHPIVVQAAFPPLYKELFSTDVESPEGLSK
#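 Read-out: Photinus luciferase luminescence; inhibitors lower reporter signal. Insect Schneider cells with Gal4-ROR gamma fusion under metallothionein promoter, UAS reporter; 700 uM final copper sulfate induction, 20 hr, ambient temperature.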
# FLuc counter – inhibits or activates purified firefly luciferase, miR-21 counter-screen | purified FLuc, Km substrates, luminescence inhibition | 360,000 tested, 6.9% active | Potency, µM (top dose mostly 57.5 µM), for the others: top-dose activity change, negative = inhibition, usual class: inhibitors | P08659;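 further: potency means the concentration at half of the fitted maximal effect; plate controls were vehicle for no effect and reference inhibitor for full effect; nearly all actives have a fitted effect of over 55% in size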
#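 Biochemical qHTS of compounds, final roughly 60 µM downward over six points, against 10 nM purified firefly luciferase using Km concentrations of substrates (10 uM D-luciferin, 10 uM ATP) in Tris acetate pH 7.5 buffer; luminescence output.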
# ELG1 repair inh – inhibitors of ELG1-dependent DNA repair in HEK293T cells; Potency, µM (doses to about 46.1 µM), for the others: at the top dose activity change, negative = inhibition, usual class: inhibitors; 330,000 tested, 2.3% active; AID 504467; HEK293T ELG1-luciferase reporter, luminescence, 16 h; DNA damage induced by 5-fluorouridine; further: potency means the concentration at half of the fitted maximal effect; on the % scale 0 is the no-effect control and ±100 the full control effect; nearly all actives have a fitted effect of over 55% in size
#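 DMSO vehicle served as the neutral condition. Each well held 2,000 cells given 5-fluorouridine plus compound; after 16 hr at 37 °C/5% CO2, ONE-Glo was added and luciferase measured 30 min later.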
# BRCA1 expr act – activators of BRCA1 expression; MCF7-BRCA1-FFLuc reporter, luminescence, 48 h; response scale: scaled: vehicle 0%, 10 µM genistein 100%; Potency, µM (highest dose often 46.1 µM), without a hit: at the top dose activation, usual class: activators; 380,000 tested, 1.1% active; AID 624202; further: potency means the concentration at half of the fitted maximal effect; nearly all actives have a fitted effect of over 80% in size; some results filed as inactive show a strong effect at the top dose
#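 Reporter cells (MCF7, BRCA1 promoter-firefly luciferase) received library compounds across a concentration series for 48 h. End-point luminescence was measured and concentration-effect curves derived after normalization.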
# TRPV1 ag – activates the human vanilloid receptor TRPV1; Q8NER1; TRPV1-expressing cells, Fluo-8 calcium influx, agonist mode; activation, % at 8.33 µM; 320,000 tested, 0.19% active; in the data active means activation above about 80%; inconclusive means between about 30% and that limit; further: 0% is about no effect
#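 Fluo-8 calcium influx in TRPV1-expressing cells, kinetic read (ex 480/em 520 nm). Compound added and read 3 min for agonist activity, followed by capsaicin at EC20 final and 2 min further read for enhancement.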
# Rab9 prom act – Rab9 promoter activation; Huh7 Rab9 promoter-luciferase reporter, luminescence, 24 h; Potency, µM (highest dose often 9.22 µM), without a hit: top-dose activation, negative = inhibition, most hits filed as activators; 320,000 tested, 2.8% active; further: potency means the concentration at half of the fitted maximal effect; % of control where 0% means no effect; nearly all actives have a fitted effect of over 60% in size
#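 Huh7 cells stably carrying Rab9 promoter–luciferase reporter, plated 1500 cells/well, compound added after 2 h and incubated 24 h at 37 °C; luciferase luminescence then read after 10 min with detection reagent.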
# * hit, by the source's call; ? = inconclusive; · = not tested or not shown; [ ] = remark or other dose. Unless noted, the call rests on the fitted dose curve; in most records, active means well fitted curve in the direction sought with a large enough effect; inconclusive means small, poorly fitted or top-dose-only effect, or another doubt; inactive means no such curve, though single readings can be large; an effect the other way counts as inactive or inconclusive. An excerpt; count on the stated rates, not on these rows.
No.	Compound	ELG1 genotox	p53 reactivator	VP16 counter	NPC1 prom act	Tb PFK inh	RORgamma inh	FLuc counter	ELG1 repair inh	BRCA1 expr act	TRPV1 ag	Rab9 prom act
1	CN1c2ccc([N+](=O)[O-])cc2CC2(C(=O)NC(=O)N(c3ccc(Br)cc3)C2=O)C1c1ccccc1 (stereo not given)	-12%	8%	-19%	-6%	1%	?	2%	-12%	-50%	-1	-7%
2	COc1ccccc1C1C([N+](=O)[O-])=C(N)Oc2c1c(=O)oc1ccccc21 (stereo not given)	-1%	5%	-2%	-3%	-3%	-21%	0%	8%	-1%	3	-3%
3	CC1CC(OP(O)(=S)c2ccc(N(C)C)cc2NC(=O)c2cccs2)CC(C)(C)C1 (stereo not given)	-7%	24%	-10%	-3%	-7%	14%	11µM*	-14%	-48%	?	-25%
4	O=P(/C(=N/O)N1CCCCC1)(N1CCOCC1)N1CCOCC1	2%	-15%	-2%	-5%	0%	-6%	4%	-3%	-8%	-1	5%
5	COC(=O)C1=C(c2ccc(-c3ccccc3)c(F)c2)C[C@@H]2CC[C@H]1N2C(=O)N1CCOCC1	-2%	-20%	·	-6%	3%	·	2%	-4%	-36%	?	-10%
6	Cc1ccc(NNC(=O)Nc2ccc(Cl)cc2)nn1	1%	-3%	8%	0%	24µM*	26%	?	6%	-20%	10	2%
7	COCc1ccc(CN2CCCC(C(=O)c3sccc3C)C2)o1 (stereo not given)	-5%	-2%	-9%	-1%	-2%	13%	-1%	6%	13%	15	-2%
8	CC(C)COP(=O)(OCC(C)C)C(Nc1ccccc1)c1ccccc1 (stereo not given)	-9%	1%	-6%	-6%	2%	1%	0%	?	-22%	?	0%
9	Cc1cc(OCC(=O)N2CCCN(C)CC2)ccc1Cl	13%	19%	-10%	15%	1%	-7%	-10%	26%	36%	0	2%
10	O=C(CSc1ccc(-c2ccco2)nn1)Nc1ccccc1	-1%	3%	-15%	3%	0%	40%	?	?	2%	2	18%
11	COc1ccccc1NC(=O)COC(=O)c1cn(C)c2ccccc12	-3%	1%	·	1%	-2%	·	1%	-27%	-32%	14	-12%
12	COc1ccc(/C=C2\C(=O)NC(=S)N(C)C2=O)cc1C	1%	0%	2%	0%	-4%	-13%	?	-8%	-7%	-1	2%
13	C[C@H](CO)N1C[C@H](C)[C@@H](CN(C)Cc2ccccc2)Oc2c(NC(=O)c3ccncc3)cccc2C1=O	-4%	-5%	·	·	-3%	·	·	?	-9%	·	·
14	COc1ccc(C(C)=O)cc1Cc1c(O)[nH]c(=S)[nH]c1=O	0%	-1%	-2%	-5%	-14%	-9%	-12%	8%	24%	0	-3%
15	c1cncc(C2CC(c3cccs3)n3ncnc3N2)c1 (stereo not given)	1%	-3%	2%	-2%	16%	-26%	3%	-4%	0%	-4	2%
16	CCOC(=O)C1(CCOc2ccccc2)CCN(C(C)CSC)CC1 (stereo not given)	-8%	-3%	0%	-3%	3%	-22%	0%	-15%	-18%	7	-1%
17	COc1ccc(-n2c(Cc3cccc([N+](=O)[O-])c3)nc3ccccc3c2=O)cc1	-1%	-2%	1%	-2%	-1%	27%	-2%	-19%	-19%	-4	-1%
18	O=C1C2C3CCC(O3)C2C(=O)N1CCO (stereo not given)	6%	-12%	-7%	0%	-5%	20%	0%	0%	7%	-4	-4%
19	c1ccc(-c2nnc(SCc3nc4ccccc4[nH]3)o2)cc1	-5%	-8%	-27%	-8%	-7%	?	2%	?	-69%	9	2%
20	O=C1/C(=C/c2cc3c(cc2Cl)OCO3)N2CCC1CC2	2%	8%	-15%	0%	0%	0%	2%	0%	·	0	-6%
21	COC(=O)c1ccc(N2C(=O)CC(N3CCC(n4c(=O)[nH]c5ccccc54)CC3)C2=O)cc1 (stereo not given)	2%	1%	-7%	-7%	6%	30%	5%	-13%	9%	3	-8%
22	COC(=O)C1=C(c2ccc(OC(F)(F)F)cc2)C[C@@H]2CC[C@H]1N2C(=O)N1CCCC1	4%	-4%	·	-3%	6%	·	2%	?	0%	?	-16%
23	O=c1c2ccccc2nc(-c2cccs2)n1-c1ccccc1	-6%	1%	-8%	-2%	4%	?	6%	-2%	-7%	·	-1%
24	CCCCCn1c(=O)c(C(=O)Nc2nc(CC(=O)OCC)cs2)c(O)c2ccccc21	-8%	5%	-17%	-5%	-4%	6%	-5%	?	-10%	0	-4%
25	O=c1[nH]c2ccccc2c(=O)n1-c1ccc(Cl)cc1Cl	-6%	-5%	9%	-10%	-2%	12%	-6%	?	-15%	20	-1%
26	Cc1ccc(-c2nc3ccccc3c(=O)n2-c2cc(C)ccn2)cc1	7%	29%	-4%	-23%	-3%	-3%	?	?	5%	-6	18%
27	c1ccc(CC(NCc2ccco2)c2ccccc2)cc1 (stereo not given)	1%	-6%	?	-5%	3%	-5%	-6%	-12%	9%	22	10%
28	O=C(CSc1nnc(NC(=O)c2cccc(F)c2)s1)NCc1ccco1	26%	20%	-6%	?	1%	-6%	3.4µM*	?	58%	-4	?
29	O=C(O)c1ccccc1N=Nc1c(O)[nH]c(=O)[nH]c1=O	-4%	-1%	-2%	-2%	-14%	5%	-4%	10%	3%	1	3%
30	O=C(CN1CC(c2ccccc2)CC1=O)NCc1ccc(F)cc1 (stereo not given)	0%	6%	2%	-1%	-13%	3%	-1%	20%	9%	6	2%
31	Cc1ccc(N2C(=O)NC(=O)/C(=C\c3ccc([N+](=O)[O-])o3)C2=O)cc1	-2%	3%	6%	1%	18%	23%	27µM*	-11%	·	2	-3%
32	COCCN(Cc1ccccc1)P(=O)(O)c1ccccc1OCC(=O)O	·	·	-5%	·	·	1%	?	·	-4%	1	·

# The final 7 entries of the part above lead into the next:
No.	Compound	ELG1 genotox	p53 reactivator	VP16 counter	NPC1 prom act	Tb PFK inh	RORgamma inh	FLuc counter	ELG1 repair inh	BRCA1 expr act	TRPV1 ag	Rab9 prom act
26	Cc1ccc(-c2nc3ccccc3c(=O)n2-c2cc(C)ccn2)cc1	7%	29%	-4%	-23%	-3%	-3%	?	?	5%	-6	18%
27	c1ccc(CC(NCc2ccco2)c2ccccc2)cc1 (stereo not given)	1%	-6%	?	-5%	3%	-5%	-6%	-12%	9%	22	10%
28	O=C(CSc1nnc(NC(=O)c2cccc(F)c2)s1)NCc1ccco1	26%	20%	-6%	?	1%	-6%	3.4µM*	?	58%	-4	?
29	O=C(O)c1ccccc1N=Nc1c(O)[nH]c(=O)[nH]c1=O	-4%	-1%	-2%	-2%	-14%	5%	-4%	10%	3%	1	3%
30	O=C(CN1CC(c2ccccc2)CC1=O)NCc1ccc(F)cc1 (stereo not given)	0%	6%	2%	-1%	-13%	3%	-1%	20%	9%	6	2%
31	Cc1ccc(N2C(=O)NC(=O)/C(=C\c3ccc([N+](=O)[O-])o3)C2=O)cc1	-2%	3%	6%	1%	18%	23%	27µM*	-11%	·	2	-3%
32	COCCN(Cc1ccccc1)P(=O)(O)c1ccccc1OCC(=O)O	·	·	-5%	·	·	1%	?	·	-4%	1	·
33	CC(C)=CCN1CC[C@@]2(C)c3cc(O)ccc3C[C@@H]1C2C (stereo not given in full)	0%	-12%	·	·	0%	·	·	2%	-20%	·	·
34	Cc1cc(OC(=O)CCCNC(=O)OC(C)(C)C)c2c3c(c(=O)oc2c1)CCC3	-5%	4%	?	-2%	-4%	?	2%	-21%	-4%[1.84 µM]	2	-1%
35	Clc1cccc(C2NCCc3[nH]cnc32)c1 (stereo not given)	-1%	-4%	-1%	2%	2%	1%	5%	-6%	-6%	·	3%
36	Cc1ccc(C2=NC(C)(C)N3C2C3c2ccc([N+](=O)[O-])cc2)cc1 (stereo not given)	0%	-5%	3%	-5%	4%	-28%	1%	1%	4%	25	0%
37	COc1c(/C=C2/C(=O)NC(=O)N(C)C2=O)c(CCN(C)C(=O)c2ccccc2)cc2c1OCO2	2%	·	0%	-1%	14%	-2%	-1%	16%	-15%	0	2%
38	COC(=O)C1=C(c2ccc(F)cc2OCc2ccccc2)C[C@@H]2CC[C@H]1N2C(=O)NCc1ccco1	0%	-11%	·	-3%	-3%	·	1%	-8%	-2%	3	-1%
